IEC-6 tox: IEC-6 cytotoxicity, counter-screen for KLF5 inhibitors. luminescence viability. inhibition, % at 5 µM. actives 0.78% (n = 290,000); in the data active = inhibition above about 22%;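 note: 0% = plate median of test compound wells and 100% = cytotoxic reference compound wells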
HDAC3 inh: human HDAC3 inhibition. recombinant HDAC3, fluorogenic peptide/trypsin coupled, fluorescence. inhibition, % at 8.3 µM. actives 0.15% (n = 320,000); in the data active = inhibition above about 26%, passing the limit was not always enough; inconclusive = no clear call, values can overlap the other calls
Target sequence (O15379 whole entry, looked up): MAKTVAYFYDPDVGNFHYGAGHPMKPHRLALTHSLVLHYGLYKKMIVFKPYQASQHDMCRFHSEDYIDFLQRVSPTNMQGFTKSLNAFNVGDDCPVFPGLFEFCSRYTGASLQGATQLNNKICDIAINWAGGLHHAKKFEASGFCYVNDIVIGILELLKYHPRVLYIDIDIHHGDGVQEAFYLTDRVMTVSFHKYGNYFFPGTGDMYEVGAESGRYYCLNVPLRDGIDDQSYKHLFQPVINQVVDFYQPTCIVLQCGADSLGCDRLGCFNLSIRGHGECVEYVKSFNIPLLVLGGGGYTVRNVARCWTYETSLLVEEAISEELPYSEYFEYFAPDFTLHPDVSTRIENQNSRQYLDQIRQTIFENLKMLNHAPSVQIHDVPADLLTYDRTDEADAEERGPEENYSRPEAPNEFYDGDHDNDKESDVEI
HSF1 inh: HSF1 inhibition | actives 0.77% (n = 300,000) | activity change, negative = inhibition, % at 7.5 µM (by protocol) | NIH3T3-HGL HSE-luciferase, MG132-induced, luminescence 8 h; hits give low values;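 active = more than half of replicate wells show activity change below -50%, luminescence cut by over half; inconclusive = some wells, but at most half, below -50%; inactive = no replicate well below -50%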;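 note: luciferase reports HSF-1 transcriptional activity via heat shock element; 0% = median of DMSO wells and -100% = zero luminescence signal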
KLF5 inhibitor: kruppel-like factor 5 inhibition; DLD-1 KLF5 promoter-luciferase reporter, luminescence; inhibition, % at 5 µM; actives 0.23% (n = 290,000); AID 1700;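 active = inhibition above a per-plate limit of that plate's mean compound inhibition plus 3 SD, cut at about 60% in these data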;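 note: 0% = DMSO wells and 100% = LY294002 at 200 µM; higher means less KLF5 promoter-driven luciferase light; inactives centre near -14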
aSyn 5UTR inh: 5' untranslated region of α-synuclein, MLPCN primary screen; inhibition, % (tested at 7.5 µM); actives 0.82% (n = 300,000); AID 1813; alpha-synuclein 5'UTR reporter, inhibitor activity; in the data active = inhibition above about 60%; inconclusive = no clear call, values can overlap the other calls;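 note: H4 neuroglioblastoma cells stably carrying SNCA 5'UTR luciferase fusion; 0% = DMSO wells and 100% = positive control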
HSF-1 act: increases HSF-1 driven luciferase reporter signal; NIH3T3-HGL HSF-1 luciferase reporter, MG132, 8 h; 100% = twice DMSO control signal; AID 504408; activation, % at 9 µM; actives 1.7% (n = 300,000);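 active = mean replicate activation of at least 50% with a set share of replicates each reaching 50%; inconclusive = only one of those two conditions met; inactive = mean below 50% and too few replicates reaching it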;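 note: 0% = median of the neutral control wells and 100% = twice that signal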
Platelet DG rel: platelet dense granule release activity; human platelet-rich plasma, SFLLRN dense granule ATP release, luminescence; inhibition, %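 (compounds screened at 7.5 µM in platelet-rich plasma)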; actives 0.22% (n = 300,000); AID 1663;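 active = mean replicate score, as percent of positive control, at or above 50; inconclusive = mean below 50 but at least one replicate at or above 50; inactive = mean and every replicate below 50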
HIF act: HIF pathway transcriptional activation | U2OS HRE-luciferase reporter, luminescence; normalized: DMSO 0%, desferrioxamine 100% | activation, % at 7.5 µM (by protocol) | actives 0.32% (n = 300,000) | AID 1910;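 active = mean activation of at least 10% of the iron chelator positive control signal, with at least half of replicates also reaching 10%; inconclusive = mean and replicate majority disagree about reaching 10%; inactive = mean and most replicates under 10%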
AI-2 QS modul: modulates the Vibrio harveyi AI-2 quorum sensing system; Vibrio harveyi JMH597 AI-2 luminescence/OD600 ratio, 9 h; hits give low values; strain lacks LuxN and CqsS sensors; 0 = neutral-control median; activity change, % at 7.5 µM; actives 0.4% (n = 300,000); in the data active = activity change below about -75%, passing the limit was not always enough; inconclusive = no clear call, values can overlap the other calls;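 note: luminescence divided by OD600 gain over 9 h not by final OD600 alone; inactives centre near 13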
HSP90 refold inh: blocks HSP90-mediated luciferase refolding in reticulocyte lysate. actives 0.91% (n = 290,000). inhibition, % at 5.6 µM. Rabbit reticulocyte lysate, luciferase refolding luminescence, 3 h;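 active = inhibition above the screen-wide mean plus 3 SD, computed separately per campaign, cut at about 16% in these data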;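 note: 0% = DMSO wells and 100% = 60 µM geldanamycin wells; inhibitors lower the luminescence because luciferase stays unfolded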
* hit, by the source's call; ? = inconclusive; / = no result given.

Results follow in this order: IEC-6 tox | HDAC3 inh | HSF1 inh | KLF5 inhibitor | aSyn 5UTR inh | HSF-1 act | Platelet DG rel | HIF act | AI-2 QS modul | HSP90 refold inh
1. COc1ccc(NC(=O)CSc2nnc(-c3ccoc3C)n2CC2CCCO2)cc1 (stereo not drawn)
→ 0 | -5 | -5 | -10 | 10 | 1 | 8 | 0.1 | 16 | 1
2. Cc1ccc(-c2[nH]c3ccccc3c2SCCN)cc1
→ -4 | / | -3 | -9 | -27 | -21 | 13 | -0.8 | 14 | 1
3. CC(C)n1nnnc1C(c1ccc(F)cc1)N1CCN(C2CCCC2)CC1 (stereo not drawn)
→ -1 | / | -1 | -34 | -1 | 7 | 2 | -0.2 | 20 | -1
4. COc1ccc(-c2nnc(SCC(=O)NCc3ccco3)o2)cc1
→ -2 | / | -3 | 9 | -49 | 7 | 0 | 5.9 | -1 | 2
5. O=C(O)c1ccccc1N=Cc1c(O)n(-c2nccs2)c(=O)c2ccccc12
→ 3 | 1 | -6 | -15 | -4 | -15 | -4 | 1.6 | 16 | 8
6. CCN(Cc1ccccc1)C(=O)CCS(=O)(=O)c1ccc2c(c1)oc(=O)n2C
→ 0 | 0 | 1 | 2 | 26 | -13 | 12 | 0.1 | -3 | 2
7. CN(C)c1nnnn1Cc1ccccc1
→ 2 | 8 | -10 | -10 | 7 | -11 | 4 | 0.2 | 0 | 1
8. CC(C)CCNC(=O)Cn1c(NCCC(C)C)nc2c1c(=O)n(C)c(=O)n2C
→ 6 | -2 | 1 | 6 | 6 | 11 | -15 | -0.1 | 13 | 3
9. O=C(O)CCNS(=O)(=O)c1ccccc1Br
→ -7 | -3 | 4 | 20 | 26 | 19 | -3 | -0.2 | 49 | -6
10. Cc1ccc(Cl)c(NC(=O)CN2CCNC(=O)C2)c1Cl
→ -1 | 1 | 6 | -38 | 11 | 34 | 6 | -0.5 | 18 | 0
11. COc1ccccc1OCCNC(=O)Cc1ccc(Cl)c(Cl)c1
→ 2 | 0 | 7 | -7 | 0 | 36 | 6 | -0.3 | 15 | -1
12. CCn1c(SCC(=O)Nc2ccccc2-c2ccccc2)nnc1-c1ccoc1C
→ -2 | ? | -1 | -13 | 2 | 10 | -2 | -1.8 | 33 | -3
13. COC(=O)N(C)CCCC1(C)C(=O)N(C)c2ccc(O)cc21 (stereo not drawn)
→ -6 | -5 | 3 | -10 | -3 | 13 | 4 | -0.1 | 20 | 0
14. O=C(OC(C(=O)NCc1cccs1)c1ccc(F)cc1)c1ccco1 (stereo not drawn)
→ -2 | 4 | -1 | -7 | 0 | -13 | -2 | 2.9 | 13 | -1
15. COc1cccc(N(C(=O)c2ccn[nH]2)C2(C(=O)Nc3c(C)cccc3C)CCCCC2)c1
→ 1 | 1 | / | -17 | / | / | / | / | / | 0
16. COc1ccc(-c2nc(SCC(=O)NC3CCCCC3)n[nH]2)cc1
→ 8 | -3 | 1 | -3 | -23 | 14 | -7 | 0.6 | 207 | -3
17. COc1ccc(N2CCN(C(=O)c3ccc4c(c3)NC(=O)C(CSCc3ccc(C)cc3)N4)CC2)cc1 (stereo not drawn)
→ -1 | 4 | -5 | -1 | 12 | -9 | -3 | 0.3 | 5 | 2
18. COC(=O)c1ccc(NC(=O)COC(=O)c2cccc3c(=O)c(C)c(-c4ccccc4)oc23)cc1
→ 0 | -3 | -7 | -20 | -12 | 3 | -5 | 0.0 | 32 | 0
19. COc1ccc(C(=O)NCc2ccc(-n3cccc3)cc2)cc1OC
→ -1 | 5 | -3 | -9 | 18 | 2 | -1 | 0.2 | 24 | 2
20. O=C(O)/C=C/C(=O)c1ccc2c(c1)NC(=O)CO2
→ -1 | 5 | 0 | -39 | 22 | -5 | 8 | 0.4 | 17 | 3
21. Cc1ccc(S(=O)(=O)Nc2ccc3[nH]c(=O)[nH]c3c2)c(C)c1
→ 5 | 1 | -2 | -19 | 20 | 13 | -1 | 0.9 | -7 | -2
22. O=C(OCC(=O)N1CCCC1)c1c(Cl)cccc1Cl
→ -3 | 0 | 5 | -11 | -5 | -6 | 2 | 0.0 | 33 | -2
23. CCn1c(Cc2ccccc2)nnc1SCC(=O)Nc1nc(C)c(C)s1
→ -5 | -5 | -2 | -22 | 13 | 1 | -7 | -0.4 | 13 | -2
24. O=C(Nc1nccs1)C1(S(=O)(=O)c2ccc(Cl)cc2)CC1
→ -3 | 0 | 11 | -12 | -3 | 10 | 1 | -0.2 | 24 | 2
25. CCOc1ccc(NC(=O)Nc2cc(OCC(F)(F)F)cc(OCC(F)(F)F)c2)cc1
→ -7 | / | -6 | -11 | 0 | -19 | -1 | 0.1 | 21 | -1
26. CC(C)(O)C#Cc1ccc(CN2CCCC(CNC(=O)c3ccco3)C2)cc1 (stereo not drawn)
→ -5 | -2 | -2 | -48 | 18 | -10 | 6 | -0.1 | 39 | -2
27. COc1cc([N+](=O)[O-])cc(/C=N/NC(=O)CSc2ccccn2)c1O
→ -2 | 11 | -5 | -13 | 3 | -7 | -2 | 0.0 | 21 | -1
28. Cc1ccc(N=Nc2ccc(O)c3ncccc23)cc1
→ 1 | 4 | 124 | 5 | 86* | 123* | -2 | 147* | 26 | 4
29. Cc1ccccc1N(CC(=O)NCC1CCCO1)C(=O)C1(C)CC(=O)N=C2C=CC=CN21 (stereo not drawn)
→ 2 | -48 | -1 | -25 | 5 | 1 | -1 | 0.1 | 28 | -4
30. OC1(c2ccc3c(c2)OCO3)CCN(Cc2ccccn2)CC1
→ 6 | -5 | 1 | -12 | 23 | -2 | 8 | -0.2 | 11 | 3

Laid out differently: entries from further up.
cpd	SMILES	IEC-6 tox	HDAC3 inh	HSF1 inh	KLF5 inhibitor	aSyn 5UTR inh	HSF-1 act	Platelet DG rel	HIF act	AI-2 QS modul	HSP90 refold inh
19	COc1ccc(C(=O)NCc2ccc(-n3cccc3)cc2)cc1OC	-1	5	-3	-9	18	2	-1	0.2	24	2
23	CCn1c(Cc2ccccc2)nnc1SCC(=O)Nc1nc(C)c(C)s1	-5	-5	-2	-22	13	1	-7	-0.4	13	-2
30	OC1(c2ccc3c(c2)OCO3)CCN(Cc2ccccn2)CC1	6	-5	1	-12	23	-2	8	-0.2	11	3
18	COC(=O)c1ccc(NC(=O)COC(=O)c2cccc3c(=O)c(C)c(-c4ccccc4)oc23)cc1	0	-3	-7	-20	-12	3	-5	0.0	32	0
28	Cc1ccc(N=Nc2ccc(O)c3ncccc23)cc1	1	4	124	5	86*	123*	-2	147*	26	4

Going on with the list:
Results follow in this order: IEC-6 tox | HDAC3 inh | HSF1 inh | KLF5 inhibitor | aSyn 5UTR inh | HSF-1 act | Platelet DG rel | HIF act | AI-2 QS modul | HSP90 refold inh
31. NC(=O)Cn1c(=O)n(Cc2ccco2)c(=O)c2c3c(sc21)CCCCC3
→ -6 | -4 | -4 | -7 | -80 | -9 | 7 | -0.2 | 22 | 4
32. CN1CCN(C2CCCCC2NS(=O)(=O)c2ccccc2)CC1 (stereo not drawn)
→ 4 | 3 | 9 | -20 | 18 | 32 | 0 | 0.5 | 29 | 2
33. O=C(CSc1ccccc1)NCCCN1CCOCC1
→ 4 | 6 | 2 | -5 | -14 | -8 | 3 | -0.5 | 13 | 0
34. O=C(Nc1cccc(S(=O)(=O)NC2=NCCCCC2)c1)c1cc(-c2ccccc2Cl)nc2ccccc12
→ -2 | 11 | 2 | -32 | 7 | 0 | -9 | -0.4 | -13 | 3
35. Cn1c(=O)c2c(n(C)c1=O)=NC1(CCCCC1)ON=2
→ 0 | -6 | -5 | -14 | 19 | -11 | 2 | 0.1 | 5 | -2
36. Cc1cccc(OCC(=O)NCCNC(=O)c2ccco2)c1
→ -2 | 0 | -4 | 6 | 12 | 5 | -9 | -0.4 | 6 | -2
37. CCOC(=O)c1sc(NC(=O)CC(C)c2ccccc2)nc1C (stereo not drawn)
→ 16 | 4 | -3 | -17 | -41 | 8 | ? | 2.8 | 0 | -1
38. CC(C)NC(=O)CSc1ncccc1-c1nc2ccccc2[nH]1
→ 3 | -6 | 2 | -17 | -22 | 2 | -1 | 0.7 | 14 | 0
39. CCn1cc(C(=O)Nc2ccc(OC)c(S(=O)(=O)N3CCCCC3)c2)c(=O)c2ccc(C)nc21
→ -3 | -3 | -6 | 2 | 1 | 0 | 11 | -0.1 | 14 | -5
40. Cc1ccc(OCCn2c(C)c(/C=N/n3cnnc3)c3ccccc32)cc1
→ 6 | -1 | 0 | 7 | 34 | -10 | 4 | -3.1 | -1 | 9
41. O=C(Cn1nnc2ccccc21)OCc1ccccc1
→ -4 | -4 | 7 | -9 | 12 | 22 | 10 | 0.8 | -1 | -3
42. N#C/C(=C\c1ccccn1)c1ccccn1
→ 28* | -11 | -60* | -46 | -51 | -66 | 28 | 1.4 | 14 | 4
43. N[C@@H](Cc1ccccc1)C(=O)N1CCC(C(=O)N[C@@H](Cc2c[nH]c3ccccc23)C(=O)O)CC1
→ 0 | -4 | -3 | -20 | -9 | -14 | 1 | -3.1 | 16 | -4
44. COc1ccc(OCC(=O)N/N=C/C(C)=C/c2ccco2)c(Br)c1
→ -5 | -5 | 18 | -3 | -28 | 44 | -21 | 0.7 | 6 | 7
45. O=C(Nc1ccccc1)C(O)C(O)C(=O)Nc1ccccc1 (stereo not drawn)
→ 1 | 6 | 0 | 0 | 25 | 8 | 2 | 0.1 | 0 | -3

Arranged by SMILES length (descending): part of the list above.
Results follow in this order: IEC-6 tox | HDAC3 inh | HSF1 inh | KLF5 inhibitor | aSyn 5UTR inh | HSF-1 act | Platelet DG rel | HIF act | AI-2 QS modul | HSP90 refold inh
31. NC(=O)Cn1c(=O)n(Cc2ccco2)c(=O)c2c3c(sc21)CCCCC3
→ -6 | -4 | -4 | -7 | -80 | -9 | 7 | -0.2 | 22 | 4
35. Cn1c(=O)c2c(n(C)c1=O)=NC1(CCCCC1)ON=2
→ 0 | -6 | -5 | -14 | 19 | -11 | 2 | 0.1 | 5 | -2
45. O=C(Nc1ccccc1)C(O)C(O)C(=O)Nc1ccccc1 (stereo not drawn)
→ 1 | 6 | 0 | 0 | 25 | 8 | 2 | 0.1 | 0 | -3

The listing continues.
Results follow in this order: IEC-6 tox | HDAC3 inh | HSF1 inh | KLF5 inhibitor | aSyn 5UTR inh | HSF-1 act | Platelet DG rel | HIF act | AI-2 QS modul | HSP90 refold inh
46. CC(C)NC(=O)CCCOc1ccc(Cl)cc1Cl
→ -2 | -3 | 10 | -66 | -68 | 17 | 11 | / | 5 | 4
47. Cc1ccc(NC(=O)Cc2nnc(SCC(=O)Nc3ccc(N4CCOCC4)cc3)n2C)cc1
→ -3 | 3 | -7 | -5 | -15 | 13 | -3 | -0.2 | 13 | -3
48. CC(=O)CSc1nnc2cc(C)c3ccccc3n12
→ 0 | -9 | -1 | -31 | 15 | 12 | -5 | 0.4 | 2 | -1
49. CC1CC1C(=O)Nc1nc(-c2ccccc2)cs1 (stereo not drawn)
→ 0 | 7 | 18 | -69 | -122 | 35 | -3 | 1.4 | 9 | 1
50. CN1CCN(Cc2nc3c(c(=O)[nH]c(=O)n3C)n2CCc2ccccc2)CC1
→ -7 | -1 | -4 | 1 | -20 | -9 | 28 | -0.1 | 2 | -3
51. CCN1CCN(C(c2cccs2)C(C)NC(=O)c2c(F)cccc2F)CC1 (stereo not drawn)
→ 4 | 4 | -8 | -28 | 28 | -6 | -3 | -0.1 | 30 | -1

Outcome played no part in choosing rows; 5% or so of the library scored in one or more.
